# ALOX12 inh – Primary qHTS assay for inhibitors of human arachidonate 12S-lipoxygenase (ALOX12): Round 2 | Polyunsaturated fatty acid lipoxygenase ALOX12 (Homo sapiens), P18054 | purified 12hLO, xylenol orange hydroperoxide absorbance | Potency, µM (series often up to 108 µM), for inactives: top-dose activity change, negative = inhibition, hits mostly inhibitors | hit rate 1.1% among 580,000 | AID 1671190, 2021; active = well fitted inhibition curve with a large enough effect; inconclusive = small, poorly fitted or top-dose-only effect, or another doubt; inactive = no such curve, though single readings can be large or run the other way
# Target sequence (P18054 whole entry, looked up): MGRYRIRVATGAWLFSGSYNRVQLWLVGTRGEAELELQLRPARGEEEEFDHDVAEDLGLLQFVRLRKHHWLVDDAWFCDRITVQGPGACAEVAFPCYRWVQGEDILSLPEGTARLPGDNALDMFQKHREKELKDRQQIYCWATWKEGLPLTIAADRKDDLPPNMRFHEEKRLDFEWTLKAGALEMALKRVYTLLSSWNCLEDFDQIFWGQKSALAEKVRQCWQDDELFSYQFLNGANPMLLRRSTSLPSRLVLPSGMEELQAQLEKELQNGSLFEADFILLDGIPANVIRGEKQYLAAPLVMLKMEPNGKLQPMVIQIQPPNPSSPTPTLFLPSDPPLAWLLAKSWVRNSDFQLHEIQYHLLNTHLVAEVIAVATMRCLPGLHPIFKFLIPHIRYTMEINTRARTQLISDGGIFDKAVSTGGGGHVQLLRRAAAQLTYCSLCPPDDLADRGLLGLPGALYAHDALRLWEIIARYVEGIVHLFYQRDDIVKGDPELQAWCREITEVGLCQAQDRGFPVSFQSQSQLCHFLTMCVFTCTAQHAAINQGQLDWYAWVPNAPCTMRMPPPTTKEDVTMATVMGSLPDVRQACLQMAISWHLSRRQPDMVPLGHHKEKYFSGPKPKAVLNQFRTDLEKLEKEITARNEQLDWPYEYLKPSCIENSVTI
#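 Hydroperoxide product was detected by ferrous iron/xylenol orange as the 573 to 405 nm absorbance ratio. Arachidonic acid at 40 uM (final) was turned over for 30 min at room temperature by 150 nM human 12hLO, pH 7.0 Hepes buffer, after 15 min compound preincubation.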
# An asterisk follows results filed as active; ? = inconclusive; [ ] = dose if it differs, or a comment. % is scaled to controls: 0 for no effect and ±100 for the full control effect; potency is read from the fitted curve at half-maximal effect. This is a subset. The share of hits here may be higher or lower than overall.
SMILES,ALOX12 inh
CN1C[C@@H](NC(=O)CC(C)(C)CC(=O)O)C[C@H]1c1nc(-c2ccc3ccccc3c2)no1,-25.2%
COc1ccc(CN2CCCC3(CC(c4cccnc4)=NO3)C2)cc1 (centres undefined),-1.5%[6.33 µM]
CCCc1ccc(-c2cc(C(=O)NCCCn3ccnc3)c3ccccc3n2)cc1,-8.4%
c1cc(-c2cc(-c3ccc4cn[nH]c4c3)cn3cncc23)ccn1,4.2%[176 µM]
N#C/C(=C/c1ccccc1OCCOc1ccccc1)c1ccccc1,-3.4%
CNC(=O)[C@@H]1C[C@H](Oc2ccccc2)CN1C(=O)c1cc(C)n(C)n1,52.0%[activator]
CCCc1nc(C(=O)NCc2ccc(-n3ccnc3C)cc2)cs1,12.2%
Cc1ncc(CN)c(N)n1,?
CCOc1ccccc1CNC(=O)c1c(C)sc2ccn(CC(C)C)c(=O)c12,20.1%
Cc1nn2c(c1-c1ccnn1C(C)C)N(C(=O)C(C)C)CCC2,2.8%[176 µM]
O=C(O)CCn1ncc2cc(OCC3CCN(C(=O)Oc4ccccc4)CC3)ccc21,12.4%[176 µM]
O=C(c1ccc2ncccc2c1)N1CC2CC(C1)[C@H]1CCCC(=O)N1C2 (some centres undefined),7.9%
C#CCN1CCC(C(=O)NCCN2CCC(C)CC2)CC1,5.2%
Cc1nc([C@@H]2CN(C(=O)CN3CCCCCC3)C[C@H]2C(N)=O)n[nH]1,31.6%[activator]
Cc1nn(C)c(C)c1CCC(=O)N1CCC(C2CCN(S(C)(=O)=O)CC2)C1 (centres undefined),44.8%[activator]
COc1ccc2[nH]c3c(c2c1)CCNC31CCN(C(=O)c2ccnn2C)CC1,-9.0%
Cc1ccc(SC(C)C(=O)NC2CCCC2)c(C)c1 (centres undefined),-2.6%
O=S(=O)(c1ccc(Cl)cc1)c1nnn2c1nc(N1CCOCC1)c1ccccc12,?
COc1cc(/C=C2/NC(=O)NC2=O)ccc1OCC(=O)O,?
CCCS(=O)(=O)N1CC[C@H](c2nc(C)no2)[C@H](NC(=O)C2CC2)C1,55.7%[activator]

# An excerpt from above in order of number of heavy atoms, low to high.
SMILES,ALOX12 inh
Cc1ncc(CN)c(N)n1,?
Cc1ccc(SC(C)C(=O)NC2CCCC2)c(C)c1 (centres undefined),-2.6%
C#CCN1CCC(C(=O)NCCN2CCC(C)CC2)CC1,5.2%
Cc1nn2c(c1-c1ccnn1C(C)C)N(C(=O)C(C)C)CCC2,2.8%[176 µM]
CCCc1nc(C(=O)NCc2ccc(-n3ccnc3C)cc2)cs1,12.2%
COc1ccc(CN2CCCC3(CC(c4cccnc4)=NO3)C2)cc1 (centres undefined),-1.5%[6.33 µM]
N#C/C(=C/c1ccccc1OCCOc1ccccc1)c1ccccc1,-3.4%
Cc1nn(C)c(C)c1CCC(=O)N1CCC(C2CCN(S(C)(=O)=O)CC2)C1 (centres undefined),44.8%[activator]
CCOc1ccccc1CNC(=O)c1c(C)sc2ccn(CC(C)C)c(=O)c12,20.1%
O=S(=O)(c1ccc(Cl)cc1)c1nnn2c1nc(N1CCOCC1)c1ccccc12,?
CCCc1ccc(-c2cc(C(=O)NCCCn3ccnc3)c3ccccc3n2)cc1,-8.4%
O=C(O)CCn1ncc2cc(OCC3CCN(C(=O)Oc4ccccc4)CC3)ccc21,12.4%[176 µM]
CN1C[C@@H](NC(=O)CC(C)(C)CC(=O)O)C[C@H]1c1nc(-c2ccc3ccccc3c2)no1,-25.2%

# (cont.)
SMILES,ALOX12 inh
Cc1ccc(C(=O)N2CCCC3(C2)NC(=O)N(Cc2ccc(Cl)cc2)C3=O)cc1F (centres undefined),-8.8%
Cn1c(=O)c2c(ncn2CC(=O)OCC(=O)NCc2ccccc2)n(C)c1=O,-2.3%
COc1cccc(CN2C(=O)OC3(CCN(C(=O)CCc4cccnc4)CC3)C2(C)c2cccnc2)c1 (centres undefined),58.9%[activator]
CC(NCC(c1cccs1)c1c[nH]c2ccccc12)C(=O)NCc1ccccc1 (centres undefined),17.4%
CCOC(=O)CC(=O)Nc1c(NC2CCCCC2)c2ccccc2oc1=O,-16.9%
Cc1ccc(CNC(=O)c2cc3c(s2)-c2cc(C)sc2CC3)cc1,?
O=C(C[C@H]1NC(=O)c2ccccc2NC1=O)NCCc1nc2ccccc2[nH]1,36.0%
CCc1ccc(-c2cc(C(F)(F)F)on2)cc1S(=O)(=O)NCc1ccccc1,-15.7%
CC1(C)Cc2c(C#N)c(Nc3ccccc3)n3c(SCC(=O)N4CCCCC4)nnc3c2CO1,-26.8%
COCCOc1ccnc(-c2noc([C@@H]3CCCN3Cc3ccc(C(=O)O)cc3)n2)c1,23.6%[176 µM]
COc1ccc(-c2cc(C[C@H]3CNCC[C@H]3CC(=O)NCCN3CCOCC3)no2)cc1,?
Cn1c(C=C(C#N)C#N)ccc1-c1ccc(Br)cc1,-27.5%
Cc1ccc(C2C3=C(CC(C)(C)CC3=O)Nc3c2c(=O)[nH]c(=O)n3C)cc1 (centres undefined),-53.7%
CC1(C)C(=O)NC(=O)C(C#N)C1c1ccccc1 (centres undefined),-19.9%
Cc1ccc(S(=O)(=O)Nc2cccc(S(=O)(=O)C3CCCC3)c2)c(C)c1,-35.6%
COCC1CN(C(C)=O)CC12CCN(S(=O)(=O)c1c(C)noc1C)CC2 (centres undefined),17.8%
COc1ccc(S(=O)(=O)NC[C@H]2O[C@@H](CO)[C@@H](O)[C@H]2N2CCc3ccccc3C2)cc1,?
CCC(=O)Oc1ccc2oc(=O)c(-c3ccc(OC)cc3)c(C)c2c1,37.3%[activator]
C=CCN=C1NC(c2ccccc2)C(C(=O)OC)=C(C)N1Cc1cccc(C(F)(F)F)c1 (centres undefined),?
CCN(CC(=O)NCc1cccs1)C(=O)C1CC(=O)N(c2cc(Cl)ccc2OC)C1 (centres undefined),5.2%
N#Cc1ccc(OCc2cccc3ccccc23)c(Cl)c1,-25.0%
COc1ccc(NC(=O)Cn2c(=O)c(CNc3ccccc3)cc3cc(OC)c(OC)cc32)cc1,?
O=C(NCc1cccs1)c1cccc2c1CCN2C(=O)c1ccc(F)cc1,34.0%[activator]
Clc1ccc(-c2nnc3n2CCN(CC2CCCCC2)C3)cc1,3.1%[6.33 µM]
CCN(CC)CCNC(=O)NC(=O)c1ccccc1,?
COc1ccc(NC(=O)N[C@H]2CO[C@H]3[C@@H]2OC[C@@H]3n2cc(CC3CCCCC3)nn2)cc1,23.4%
CC(C)N1CCC(NC(=S)NCc2ccc(F)cc2)CC1,-97.8%
O=C(c1ccc(Cl)cc1)N1CCC(N2CCCCCC2=O)CC1,6.4%[6.33 µM]
Nc1ncccc1CN1CC(COc2ccccc2)C2(C1)CN(c1ccccc1)C2 (centres undefined),4.8%[176 µM]
CC(Nc1ccc(N2CCCC2=O)c(Cl)c1)c1nc(C(C)(C)C)no1 (centres undefined),-16.4%
CC(C)n1ncc2c(C(=O)Nc3ccccc3F)c3c(nc21)CCC3,8.1%
O=C(c1ccccc1)c1ccc(OCC(=O)N(Cc2nc3ccccc3c(=O)[nH]2)CC2CCCO2)cc1 (centres undefined),2.4%
COCC(=O)N[C@@H]1CN(Cc2cccnc2)C[C@H]1CN(C)C,52.2%[activator]
CN(Cc1cnccn1)C(=O)CC(c1ccccc1)c1ccccc1Cl (centres undefined),45.8%[activator]
CN1/C(=C\C(=O)CN2CCN(C(c3ccccc3)c3ccccc3)CC2)C(C)(C)c2ccccc21,10µM*
CN(C)C(=O)COc1ccccc1-c1noc(-c2ccc(S(=O)(=O)NC3CC3)o2)n1,-23.3%
CC(C)CNC(=O)COC(=O)c1cc(Cl)ccc1Cl,-4.6%
CCNC(=O)c1ccc(OC2CCN(C(=O)c3ccnn3C)C2)nc1 (centres undefined),5.1%
CCCCn1c(=O)c2c(nc(-n3nc(C)c(C)c3C)n2CCOCC)n(C)c1=O,13.8%
O=C1NCCCCCCN(Cc2ccncc2)[C@@H]2CN(C(=O)c3ccco3)CC[C@@H]12,73.8%[activator]
COC1CN(C2CCN(C(=O)CC3CCCCC3)CC2)C12CCOCC2 (centres undefined),65.3%[activator]
Cn1nc(CC2CCN(C(=O)c3cnon3)CC2)n(-c2ccccc2)c1=O,-10.3%
C#CCOc1ccc2ccccc2c1/C=C(\C#N)c1ccc(F)cc1,14.6%
COc1cc2c(c(OC)c1OC)[C@@]1(c3ccccc3)CCCC[C@H]1[C@@H]2NC(=O)C(F)(F)F,7.3%
CCC(CC)C(=O)N[C@H]1CCN2C(=O)c3cc(-c4cc(Cl)ccc4OC)ccc3NC(=O)[C@@H]2C1,0.8%
CCc1nc(C)ccc1OCC(=O)NCC1COc2cc(OC)ccc2C1 (centres undefined),27.9%
CCc1ccccc1NC(=O)CC1CCN(c2ccnc(OC)n2)CC1,29.3%
COc1ccc(Cl)c(NC(=O)C2CC(=O)Nc3cc(-c4ccc(Cl)cc4)nn32)c1 (centres undefined),-28.1%
COc1ccc(N2CC(c3noc(-c4cccc(F)c4)n3)CC2=O)cc1 (centres undefined),61.6%[activator]
COc1ccc(CC(=O)N[C@H]2[C@H](O)[C@H](O)C[C@@H]2c2ccc(C(F)(F)F)cc2)cc1,2.7%[176 µM]
CNC(=O)[C@@H]1C[C@H](n2cc(CNS(=O)(=O)c3cc(C)ccc3F)nn2)CN1,27.6%
CC(=O)c1ccc(NC(=O)NC(=O)c2ccc(Cl)cc2)cc1,8.7%
O=C(NCc1cccnc1)C1CCC(=O)N1C1CCN(C(=O)Cc2cccc(F)c2)CC1 (centres undefined),12.5%
CC(C)CN(Cc1cccnc1)C1CN(C(=O)CCc2nc3ccccc3s2)C1,38.4%[activator]
CCN(CC)S(=O)(=O)c1ccc(N2CCN(C)CC2)c(NC(=O)c2ccccc2F)c1,-5.7%
Cn1cnc(S(=O)(=O)N[C@@H]2[C@@H](Cc3ccccc3)[C@H]3OCC[C@@H]23)c1,?
Cc1[nH]c2ccccc2c1CC(=O)Nc1ccc(Nc2cccnc2)c(-c2cc(F)cc(F)c2)c1,-2.2%
CCn1cc(S(=O)(=O)N2CCCCCCNC(=O)[C@@H]3CCC[C@@H]32)cn1,23.7%
Cc1cc(C)c(O)c(-c2n[nH]c3c2C(c2cccc(O)c2)N(Cc2cccnc2)C3=O)c1 (centres undefined),-15.0%
CCc1ccc(C2C=C(c3ccc(Br)cc3)Nc3ncnn32)cc1 (centres undefined),?

# (continued)
SMILES,ALOX12 inh
O=C(Nc1ccc2n(c1=O)C[C@H]1C[C@@H]2CN(C(=O)COc2ccccc2)C1)c1ccccc1,5.5%
C#CCNC(=O)[C@@H]1Cc2cn(Cc3cc(C)on3)c3cccc(c23)[C@H](CC(C)C)N1,-4.1%[176 µM]
O=C1NCc2ccccc2CC12CCN(Cc1c[nH]c3ccccc13)C2 (centres undefined),?
CCCCN(CC(=O)NC(=O)NCc1ccccc1)c1ccccc1,-13.1%
CCN(Cc1ccc(C)o1)C(=O)C(C)n1ccnc1C(C)C (centres undefined),2.8%
O=C(NCc1ccc(-n2cccn2)cc1)c1ccc(F)cc1Br,-13.2%
COc1cc(=O)n2c(c1C(=O)Nc1ccc(F)cc1Cl)CCCC2,3.2%
CN(Cc1cccnc1)c1nc2c(c(=O)[nH]1)CCN(CC1CCCCC1)CC2,4.4%
CCCn1c(=O)[nH]c(=O)c2c1nc(-c1ccc(OC)c(C)c1)n2CCOC,?
COc1ccc(C)cc1NC(=O)c1cc(S(=O)(=O)N2CCc3ccccc32)cn1C,75.3%[activator]
COc1ccc(OC)c(NC(=O)CSc2nc3nc(C)c(Cc4ccccc4)c(C)n3n2)c1,14.5%
CCc1cc(=O)n(CC(=O)Nc2cc(OC)c(OC)c(OC)c2)c(N2CCOCC2)n1,29.6%
CC(NC(=O)c1ccc(C(C)(C)C)cc1)C(=O)NC(Cc1ccc(O)cc1)C(=O)O (centres undefined),-3.2%
Cc1ccccc1C(C)NC(=O)Cn1cnc(C#N)n1 (centres undefined),-1.3%
Cc1cc(C)cc(Oc2c(C(F)(F)F)oc3cc(O)ccc3c2=O)c1,-4.5%
O=C(c1ccccc1)N1Cc2ccccc2NC(=O)C12CCNCC2,?
Cc1cc2oc(C(=O)NCC(c3ccco3)N3CCOCC3)cc(=O)c2cc1Cl (centres undefined),?
COc1ccc(CC(=O)N2CC[C@@H](CC(=O)O)[C@@H](CCN3CCC(C(N)=O)CC3)C2)cc1,14.9%
CS(=O)Cc1cccc(C(=O)N2CCC(n3cccc3)CC2)c1 (centres undefined),-8.0%
CC(=O)NC(CO)C(=O)N1CCc2[nH]nc(-c3ccc(F)c(F)c3)c2C1 (centres undefined),59.3%

# Part of the list above in another layout:
> O=C(NCc1ccc(-n2cccn2)cc1)c1ccc(F)cc1Br
  ALOX12 inh: -13.2%
> COc1cc(=O)n2c(c1C(=O)Nc1ccc(F)cc1Cl)CCCC2
  ALOX12 inh: 3.2%

# Going on with the list.
SMILES,ALOX12 inh
O=CNNC(=S)NCCc1ccccc1,8.5%
CCCCCC(=O)Nc1cccc(-c2nc3ccccc3o2)c1C,0.2%
COC(=O)CCC1CCCC/C1=N/O (centres undefined),-6.8%
CCOc1ccc(-c2cc3c(=O)n(CCNC(=O)Cc4ccccc4C)ccn3n2)cc1,5.5%
CCOC(=O)c1cc(NC(=O)C2CCC2)cc(C(=O)OCC)c1,-1.3%
CC(NC(=O)/C=C/c1ccc(Cl)cc1)C12CC3CC(CC(C3)C1)C2 (centres undefined),?
C[C@H]1CN([C@@H](C)CO)C(=O)CCCn2cc(nn2)CO[C@@H]1CN(C)S(=O)(=O)c1ccccc1F,?
Cc1ncccc1C(=O)N1CCCC(c2nc(-c3cccnc3)no2)CCNC(=O)CC1 (centres undefined),24.0%
CCCCc1noc(C(C)N2CCC(c3ccnn3CCO)CC2)n1 (centres undefined),-6.4%
Cc1ncccc1C(=O)N1CCC2(CCN(Cc3ccccn3)CC2)C(CO)C1 (centres undefined),20.6%
Cc1cccc(-c2ncc(CN(CCC(N)=O)Cc3ccccc3)cn2)c1,9.9%
